TRHR PAM: qHTS for Small Molecule Agonists and Allosteric Enhancers of Human TRH Receptor: Primary Screen for Enhancers; AID 493056, 2011; TRHR cells, fluo-8 calcium fluorescence, EC20 TRH enhancement; enhancement, % at 2 µM; 360,000 tested, 0.66% active; in the data active = enhancement above about 30%; note: 0% is about no effect
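TRHR-expressing cells loaded with fluo-8 calcium dye were read kinetically (ex 480/em 530) during compound addition, then stimulated with an EC20 of TRH (10 nM final). Enhancement of the Gq-mediated intracellular calcium response was scored.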
RXFP1 antagonist: qHTS Assay for Antagonists of the Relaxin Receptor RXFP1 | HEK293-RXFP1, relaxin-stimulated cAMP HTRF, 30 min; active compounds read low | activity change, negative = inhibition, % at 57.5 µM | 350,000 tested, 0.59% active;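 active = activity change of -60% or lower, but not beyond a set lower limit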; note: % is set by controls: 0 for no effect and ±100 for the full control effect
Target sequence (Q9HBX9 whole entry, looked up): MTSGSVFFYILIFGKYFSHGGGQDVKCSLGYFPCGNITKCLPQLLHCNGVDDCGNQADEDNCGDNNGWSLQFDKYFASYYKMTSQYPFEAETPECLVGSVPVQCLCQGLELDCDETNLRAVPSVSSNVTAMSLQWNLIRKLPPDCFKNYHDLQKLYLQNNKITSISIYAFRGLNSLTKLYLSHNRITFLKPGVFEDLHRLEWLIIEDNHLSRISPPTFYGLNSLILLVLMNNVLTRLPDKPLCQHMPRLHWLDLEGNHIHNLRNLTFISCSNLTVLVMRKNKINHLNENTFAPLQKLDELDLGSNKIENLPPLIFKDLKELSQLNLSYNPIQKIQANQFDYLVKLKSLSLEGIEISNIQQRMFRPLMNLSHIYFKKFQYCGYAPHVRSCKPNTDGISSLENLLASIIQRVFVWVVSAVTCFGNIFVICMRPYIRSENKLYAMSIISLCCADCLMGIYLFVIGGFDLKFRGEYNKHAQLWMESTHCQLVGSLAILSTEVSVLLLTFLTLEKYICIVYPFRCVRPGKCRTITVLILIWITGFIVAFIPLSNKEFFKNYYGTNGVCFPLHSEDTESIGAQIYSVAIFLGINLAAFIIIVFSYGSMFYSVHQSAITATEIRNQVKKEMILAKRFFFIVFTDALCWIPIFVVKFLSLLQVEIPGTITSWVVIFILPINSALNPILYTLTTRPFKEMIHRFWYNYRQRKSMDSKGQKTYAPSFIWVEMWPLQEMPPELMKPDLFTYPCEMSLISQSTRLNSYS
RXFP1 agonist: qHTS Assay for Agonists of the Relaxin Receptor RXFP1. Potency, µM (titrated, usually from 57.5 µM), without a hit: at the highest dose activation, most hits filed as activators. Relaxin receptor 1 (Homo sapiens), Q9HBX9. 370,000 tested, 0.3% active. AID 2676, 2010. HEK293T-RXFP1 cAMP TR-FRET, 30 min; response scale: percent of porcine relaxin response, buffer zero; active = well fitted activation curve with a large enough effect; note: potency is the fitted concentration of half-maximal effect; % is set by controls: 0 for no effect and ±100 for the full control effect; nearly all actives have a fitted effect of over 60% in size; many of its hits are not listed in these tables
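HEK293T cells stably expressing RXFP1 were pretreated with the PDE4 inhibitor Ro 20174, exposed to compounds for 30 min at 37C, lysed, and cAMP was read by TR-FRET. Data normalized to buffer (basal) and 29 nM porcine relaxin (100%).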
Starred values were filed as active, the others as inactive; nt = no result given; & = joins results of further samples.

SMILES	TRHR PAM	RXFP1 antagonist	RXFP1 agonist
Cn1c(=O)cc(OCC(=O)NCc2cccnc2)c2ccccc21	nt	8	-1.6%
O=C(CSCC(=O)OCn1nnc2ccccc2c1=O)Nc1ccc(Cl)cc1	nt	-11	-0.2%
COc1ccc(C(=O)NC(=S)NC(C)C)cc1Br	nt	-3	2.3%
CCCCOn1c(C)c(C(=O)OCC)c2c3no[n+]([O-])c3ccc21	nt	-15	-2.4%
Cn1nc(C(F)(F)F)c(/C=N/OC(=O)c2ccccc2)c1Cl	nt	3	-2.2%
CC(C)CC(=O)N1CCC(O)(CS(=O)(=O)Cc2ccccc2)CC1	nt	-12	1.9%
Nc1nc(Br)c2c(F)cccc2c1-c1ccc(F)cc1	nt	-14	-0.7%
COc1ccc(C2(C)NC(=O)N(Cc3cc(Cl)cc4c3OCOC4)C2=O)cc1OC (stereo not drawn)	nt	-8	-1.3%
FC(F)(F)c1cc(Cl)c2nc(-c3ccccc3)cn2c1	nt	-10	2.0%
O=S(=O)(Nc1nc(-c2sccc2Cl)cs1)c1cc(Cl)ccc1Cl	nt	1	1.5%
O=C(Nc1ncc(Cc2cc(Cl)ccc2Cl)s1)c1ccc([N+](=O)[O-])cc1	nt	-2	-0.6%
Cc1ccccc1C(OCCN(C)C)c1ccccc1 (stereo not drawn)	-2&7	3	2.0%&1.4%

No new results follow: an excerpt of the list.
SMILES	TRHR PAM	RXFP1 antagonist	RXFP1 agonist
O=C(Nc1ncc(Cc2cc(Cl)ccc2Cl)s1)c1ccc([N+](=O)[O-])cc1	nt	-2	-0.6%
Cc1ccccc1C(OCCN(C)C)c1ccccc1 (stereo not drawn)	-2&7	3	2.0%&1.4%

Full records as entered above. Screens in order: TRHR PAM | RXFP1 antagonist | RXFP1 agonist
Profile of CC(C)CC(=O)N1CCC(O)(CS(=O)(=O)Cc2ccccc2)CC1 : nt | -12 | 1.9%
Profile of Cn1c(=O)cc(OCC(=O)NCc2cccnc2)c2ccccc21 : nt | 8 | -1.6%

Sorted by the number under RXFP1 antagonist (smallest number first): 6 from the list above
compound	RXFP1 antagonist
O=C(CSCC(=O)OCn1nnc2ccccc2c1=O)Nc1ccc(Cl)cc1	-11
FC(F)(F)c1cc(Cl)c2nc(-c3ccccc3)cn2c1	-10
O=C(Nc1ncc(Cc2cc(Cl)ccc2Cl)s1)c1ccc([N+](=O)[O-])cc1	-2
O=S(=O)(Nc1nc(-c2sccc2Cl)cs1)c1cc(Cl)ccc1Cl	1
Cn1nc(C(F)(F)F)c(/C=N/OC(=O)c2ccccc2)c1Cl	3
Cn1c(=O)cc(OCC(=O)NCc2cccnc2)c2ccccc21	8

An excerpt; count on the stated rates, not on these rows.
